Source: PubChem
GLP1R ag – qHTS of GLP-1 Receptor Agonists; Glucagon-like peptide 1 receptor (Homo sapiens), P43220; HEK293 GLP-1R CRE-luciferase, luminescence, 4-6 h; cells express a hypersensitive GLP-1R form; Potency, µM (highest dose often 45.6 µM), inactives show at the top dose activation, actives largely listed as activators; 380,000 compounds, 0.007% hits; AID 624172, 2012; further: potency means the concentration at half of the fitted maximal effect; % of control where 0% means no effect
Target sequence (P43220 whole entry, looked up): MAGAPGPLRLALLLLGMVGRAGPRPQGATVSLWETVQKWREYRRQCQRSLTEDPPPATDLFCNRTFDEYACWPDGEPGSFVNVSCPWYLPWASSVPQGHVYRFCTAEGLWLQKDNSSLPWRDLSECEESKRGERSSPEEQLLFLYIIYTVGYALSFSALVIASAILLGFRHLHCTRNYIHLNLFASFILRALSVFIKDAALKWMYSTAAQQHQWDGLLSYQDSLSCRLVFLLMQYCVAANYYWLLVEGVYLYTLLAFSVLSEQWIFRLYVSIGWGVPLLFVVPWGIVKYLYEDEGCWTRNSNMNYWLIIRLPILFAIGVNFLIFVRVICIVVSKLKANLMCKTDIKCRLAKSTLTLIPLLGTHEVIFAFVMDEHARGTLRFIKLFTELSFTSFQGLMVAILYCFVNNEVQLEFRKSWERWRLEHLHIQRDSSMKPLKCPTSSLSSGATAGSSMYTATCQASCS
KB-3-1 cytotox – qHTS assay for MDR1-selective chemotherapeutics: Primary screen using the parental adenocarcinoma cell KB-3-1. 400,000 compounds, 1.4% hits. KB-3-1 viability, CellTiter-Glo ATP luminescence, 72 h. Potency, µM (titrated, usually from 46.1 µM), for inactives: at the highest dose activity change, negative = cytotoxic, most hits filed as cytotoxic; further: potency means the concentration at half of the fitted maximal effect; on the % scale 0 is the no-effect control and ±100 the full control effect; nearly all actives have a fitted effect of over 60% in size
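Cytotoxicity measured as CellTiter-Glo luminescence after 72 h at 37 C. Compound titrations were pinned onto drug-naive KB-3-1 parental adenocarcinoma cells grown in DMEM with 10% FBS, and normalized data fitted to concentration-response curves.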
HT1080-NT tox – qHTS for induction of synthetic lethality in tumor cells producing 2HG: qHTS for the HT-1080-NT fibrosarcoma cell line | HT-1080-NT fibrosarcoma viability, CellTiter-Glo ATP luminescence, 48 h | Potency, µM (highest dose often 46.1 µM), inactives show at the top dose activity, negative = less viability, actives largely listed as cytotoxic | 360,000 compounds, 1.6% hits;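 further: NT is the 2HG producing partner of a matched IDH1 knockdown line; potency means the concentration at half of the fitted maximal effect; 0% = DMSO-treated cells and -100% = media-only wells without cells; nearly all actives have a fitted effect of over 55% in size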
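750 cells/well, RPMI + 5% FBS; 2 h settle, compound pin-transfer, 48 h at 37 degrees C. CellTiter-Glo 10 min RT, luminescence. Normalized to DMSO and media-only wells.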
HT1080 IDH1KD tx – qHTS for induction of synthetic lethality in tumor cells producing 2HG: qHTS for the HT-1080-IDH1KD cell line; 360,000 compounds, 2% hits; Potency, µM (highest dose often 46.1 µM), for the others: at the top dose activity, negative = toxicity, most hits filed as cytotoxic; HT-1080 IDH1 knockdown viability, ATP luminescence, 48 h;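 further: potency means the concentration at half of the fitted maximal effect; 0% = DMSO wells and -100% = cell-free medium wells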
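In this qHTS, HT-1080 cells depleted of IDH1 are exposed for 48 h at 37 °C to compound titrations. Toxicity is scored from CellTiter-Glo luminescence, with DMSO as full viability and medium alone as none.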
KB-V1 MDR tox – qHTS assay for MDR1-selective chemotherapeutics: Primary screen using the drug-selected MDR subline cells KB-V1; KB-V1 MDR cells viability, CellTiter-Glo, 72 h; AID 1347076, 2019; Potency, µM (highest dose often 46.1 µM), for the others: at the top dose activity change, negative = cytotoxicity, actives largely listed as cytotoxic; 400,000 compounds, 3.4% hits; further: potency means the concentration at half of the fitted maximal effect; on the % scale 0 is the no-effect control and ±100 the full control effect; nearly all actives have a fitted effect of over 60% in size
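Potencies derive from concentration-effect curves fitted to normalized luminescence (CellTiter-Glo) of KB-V1 cells treated for 72 h at 37 degrees C in phenol-red-free DMEM containing 10% FBS.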
D3 antag – qHTS of D3 Dopamine Receptor Antagonist: qHTS. D(3) dopamine receptor (Homo sapiens), P35462. 360,000 compounds, 2.5% hits. max response, negative = inhibition, %. D3R cells, DiscoveRx beta-arrestin luminescence, antagonist mode; hits give low values; in the data active means max response below about -50%; inconclusive means no clear call, values can overlap the other calls; further: on the % scale 0 is the no-effect control and ±100 the full control effect; mostly tested at two doses, the higher about 12 µM
Target sequence (P35462 whole entry, looked up): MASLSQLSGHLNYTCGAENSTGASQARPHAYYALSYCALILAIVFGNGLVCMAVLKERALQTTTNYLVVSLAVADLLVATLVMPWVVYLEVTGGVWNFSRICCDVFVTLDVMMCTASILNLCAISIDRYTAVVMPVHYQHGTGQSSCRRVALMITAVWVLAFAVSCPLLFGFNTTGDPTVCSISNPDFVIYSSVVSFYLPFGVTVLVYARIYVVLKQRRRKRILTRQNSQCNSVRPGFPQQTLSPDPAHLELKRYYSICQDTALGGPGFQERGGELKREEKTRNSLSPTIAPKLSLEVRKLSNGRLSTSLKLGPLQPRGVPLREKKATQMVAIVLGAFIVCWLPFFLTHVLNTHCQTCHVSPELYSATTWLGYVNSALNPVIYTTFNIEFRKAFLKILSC
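Cells plated overnight at 1500 cells/well, then exposed to library compounds with dopamine controls for 90 minutes at 37 degrees C. DiscoveRx reagent added for 30–60 minutes at room temperature; luminescence read, quantitative HTS format.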
SW480 rereplic – A quantitative high throughput screen for small molecules that induce DNA re-replication in SW480 colon adenocarcinoma cells | SW480 DNA re-replication, Hoechst DNA content imaging, 48 h | Potency, µM (highest dose often 46.1 µM), inactives show top-dose re-replication activation, usual class: activators | 340,000 compounds, 1.8% hits | AID 624297, 2012; further: potency means the concentration at half of the fitted maximal effect; % of control where 0% means no effect; nearly all actives have a fitted effect of over 55% in size
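Readout is total intensity of Hoechst-stained nuclei, excited at 405 nm and collected at 500-530 nm. Compound treatment lasted 48 hr at 37 C in 5% CO2 before staining.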
D3 ag – qHTS of D3 Dopamine Receptor Agonist: qHTS | D(3) dopamine receptor (Homo sapiens), P35462 | D3R DiscoveRx beta-arrestin cells, luminescence, 90 min | max activation, % | 410,000 compounds, 0.58% hits | AID 652048, 2013; in the data active means max activation above about 30%; further: 0% is about no effect; mostly tested at two doses, the higher about 12 µM
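Agonist-mode cell screen: cells plated at 1500/well and incubated overnight at 37 °C, then exposed to library compounds for 90 min at 37 °C. Detection reagent was added for 30–60 min at room temperature, and luminescence was read.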
IL1B secr inh – qHTS for Inhibitors of Inflammasome Signaling: IL-1-beta AlphaLISA Primary Screen. 360,000 compounds, 4.7% hits. activity change, % at 57.5 µM. THP-1 LPS/ATP IL-1B secretion, AlphaLISA, 16 h; hits give low values. AID 743279, 2014; in the data active means activity change below about -50%; inconclusive means mostly about -30% to -49%; further: on the % scale 0 is the no-effect control and ±100 the full control effect
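THP-1 cells pretreated 1 hr with compounds (up to 57.5 uM final), then stimulated with LPS (250 ng/mL final) plus ATP (1.25 mM final); secreted IL-1B measured by AlphaLISA after 16 hr, decreased signal indicating inhibition.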
* marks the source's active call; other numbers are inactive results; u = inconclusive; x = not tested or not shown; & = joins results of further samples; [ ] = dose if it differs, or a comment. Unless noted, the call rests on the fitted dose curve; in most records, active means well fitted curve in the direction sought with a large enough effect; inconclusive means small, poorly fitted or top-dose-only effect, or another doubt; inactive means no such curve, though single readings can be large; an effect the other way counts as inactive or inconclusive.

SMILES	GLP1R ag	KB-3-1 cytotox	HT1080-NT tox	HT1080 IDH1KD tx	KB-V1 MDR tox	D3 antag	SW480 rereplic	D3 ag	IL1B secr inh
COc1ccccc1CNC(=O)CN1C(=O)COc2ccc(S(=O)(=O)NC3CCCC3)cc21	1%	3%&1%	5%	11%	u	1	4%	-1&-6	-13
COc1ccc(CCN(C)C2CCCN(C(=O)CCC(F)(F)F)C2)cc1OC (stereo not drawn)	1%	16%	7%	4%	0%	u	-10%	-12	25
CCOC(=O)c1ccccc1NC(=O)[C@@H]1CCCN1C(=O)OC(C)(C)C	27%	10%	7%	11%	5%	9	-7%	-2	0
CC(C)Cc1nnc(NS(C)(=O)=O)s1	-8%	-9%	1%	14%	29%	7	-1%	3	6
Cc1ccc2c(c1)C1CN(C)CCC1N2C(=O)COc1ccc(N(C)C(=O)C(C)(C)C)cc1 (stereo not drawn)	3%	-6%	-3%	0%	-36%	-2	-1%	2	-76*
CCOc1ccc(NC(=S)N(C)C)cc1	-1%	1%	10%	10%	-7%	9	-78%[inhibitor]	7	-10
COc1ccccc1N1CCN(C2CCCN(Cc3cc(F)cc(F)c3)C2)CC1 (stereo not drawn)	4%	-3%	6%	-1%	-1%	u	u	-24	14
CSc1ccccc1C(=O)Nc1ccc(C)cc1C	8%	4%	16%	13%	-3%	12	-1%	6	-13
Cc1ccc(CCNC(=O)c2ccc(NC3=NC4CS(=O)(=O)CC4S3)cc2)cc1 (stereo not drawn)	-4%	12%	15%	24%	7%	6	0%	0	7
CCc1ccc(CN2CCC(C(=O)Nc3ccc(-n4nc(C)cc4C)cc3)CC2)o1	-4%	-16%	-18%	-12%	-16%	23	6%	-15	-3
O=C(NCC1CCCO1)c1ccc(C(=O)NCC2CCCO2)cc1 (stereo not drawn)	1%	0%	16%	11%	8%	21	-13%	-9	15
COc1ccc(NS(=O)(=O)c2ccc3oc(Nc4ccc5c(c4)OCCO5)nc3c2)cc1	-10%	-3%	u	-8%[9.24 µM]	-25%	-56*	-1%	5	-10
COc1ccc(O)c(C(=O)C2c3ccccc3C(=O)N2c2ccc(C)cc2)c1 (stereo not drawn)	9%	-13%	-16%	-14%	u	3	-43%[inhibitor]	12	x
O=C(CCS(=O)(=O)c1ccccc1)NCc1ccccc1	-3%	0%	-3%	0%	u	13	-4%	2	-6
O=C(COc1ccccc1)Nc1ccc(Cl)cn1	7%	8%	28%	20%	2%	13	3%	0	0
Cc1ccc(C(=O)Nc2ccc(N3CCN(C)CC3)nc2)cc1	3%	2%	10%	16%	2%	10	-6%	4	16
N#C/C(C(=O)NCc1ccccc1)=C1/N=C(NC(=O)c2cccs2)c2ccccc21	5%	-1%	-11%	-5%	-36%	5	1%	-1	15
CCCc1nnc(NC(=O)CCC(=O)N2CCN(Cc3ccc(C)cc3C)CC2)s1	6%	-17%	-21%	-12%	-15%	-16	17%	-7	10
CNS(=O)(=O)c1cccc(C(=O)NCC(C)(C)N2CCCCC2)c1	7%	10%	14%	12%	1%	6	-17%	7	-11
O=C(NCCC1=CCCCC1)C1CCN(c2nc3ccccc3o2)CC1	1%	0%	-2%	-6%	u	15	-8%	5	11

Structures listed so far that contain fluorine, in the order listed:
SMILES	GLP1R ag	KB-3-1 cytotox	HT1080-NT tox	HT1080 IDH1KD tx	KB-V1 MDR tox	D3 antag	SW480 rereplic	D3 ag	IL1B secr inh
COc1ccc(CCN(C)C2CCCN(C(=O)CCC(F)(F)F)C2)cc1OC (stereo not drawn)	1%	16%	7%	4%	0%	u	-10%	-12	25
COc1ccccc1N1CCN(C2CCCN(Cc3cc(F)cc(F)c3)C2)CC1 (stereo not drawn)	4%	-3%	6%	-1%	-1%	u	u	-24	14

Further entries follow.
SMILES	GLP1R ag	KB-3-1 cytotox	HT1080-NT tox	HT1080 IDH1KD tx	KB-V1 MDR tox	D3 antag	SW480 rereplic	D3 ag	IL1B secr inh
C[C@@H]1CN([C@@H](C)CO)C(=O)c2cc(-c3ccncc3)cnc2O[C@H]1CN(C)C(=O)c1cccc(F)c1	-3%	27%	5%	5%	8%	17	x	5	-27
COc1cc(CN(C)CC2CCCN(CCc3ccc(F)cc3)C2)c(Cl)cc1O (stereo not drawn)	2%	2%	-4%	-9%	3%	u	12%	-1	5
Cc1ccc(C(=O)CCS(=O)(=O)c2ccc(Br)cc2)cc1	-2%	13%	5%	3%	0%	-1	u	6	u
CC12CCC(C(=O)O)(c3nc4cc([N+](=O)[O-])ccc4nc31)C2(C)C (stereo not drawn)	-2%	7%	34%	12%	9%	-1	6%	-3	0
CNC(=S)Nc1cccc(S(=O)(=O)NCc2ccco2)c1	-14%	x	-4%	0%	x	13	-2%	6	-11
Nc1nc2c(s1)CC(c1ccccc1)CC2 (stereo not drawn)	27%	0%	-15%	-16%	-8%	-10	-7%	-3	u
CC(=O)Nc1ccc(C(=O)Nc2nnc(CCc3ccccc3)s2)cc1	-2%	18%	1%	-11%	24%	-12	u	1	28
Cn1cnnc1SCc1ccc(C(=O)O)cc1	-1%	21%	10%	14%	3%	16	4%	5	0
Cc1ccc(NC(=O)CS(=O)CC(=O)N(c2ccccc2)C(C)C(=O)NC2CCCC2)cc1 (stereo not drawn)	-4%	2%	-1%	20%	u	2	-6%	-17	4
COc1ccc(/C=N/NC(=O)CCn2nnc3ccccc32)cc1	-4%	-3%	8%	7%	-6%	1	9%	1	-13
O=c1c2c3c(sc2nc(N2CCNCC2)n1CCc1ccccc1)CCCCC3	7%	17%	-5%	3%	-9%	-6	-7%	2	-55*
COc1cccc(CN(C)Cc2c(O)ccc3ccccc23)c1	16%	u	-1%	-3%	-19%	-21	-7%	-14	u
CCCc1cc(C(=O)Cc2ccc(F)cc2)c(O)cc1O	-18%	10%	23µM*	21µM*	21%	13	-8%	2	20
Cc1ccc(S(=O)(=O)N2CCN(C(=O)c3cc(=O)c4ccccc4o3)CC2)cc1	0%	u	-1%	22%	u	8	-3%	-4	2
CCOC(=O)c1oc2nc(CC(C)C)c3c(c2c1N)CCC3	9%	23%	18%	14%	u	-11	1%	-10	u
CCCCn1c(N)c(N(CCC(C)C)C(=O)CC2CCCCC2)c(=O)[nH]c1=O	0%	14%	0%	-1%	-1%	20	4%	1	0
O=C(NCCO)/C(=C\c1ccco1)NC(=O)c1cccs1	1%	-1%	20%	-3%	6%	-17	-3%	4	-5
COC(=O)c1ccccc1NC(=O)c1c(O)c2c([nH]c1=O)CCCC2	-4%	2%	20%	5%	1%	-6	-4%	-1	36
OC(c1ccc(CN2CCCCC2)cc1)c1ncc(-c2ccccc2)[nH]1 (stereo not drawn)	6%	-3%	-5%	u	-25%	-107*	x	-15	-2
Cc1cc(Oc2ccc(Cl)cc2)nc(SCC(=O)c2ccccc2)n1	-2%	-1%	-5%	-4%	u	2	13%	21	-4
Cc1ccc(S(=O)(=O)N2CCCCC2)cc1C(=O)OCC(=O)NC(=O)NC12CC3CC(CC(C3)C1)C2	3%	9%	0%	-10%	u	-10	-7%	-5	-5
COc1ccc(-c2csc(NC(=O)c3ccc(S(C)(=O)=O)cc3)n2)cc1	-2%	-4%	-6%	-10%	18%	-5	u	-1	7
Cc1cc(C(=O)CSc2nc(N)cc(=O)[nH]2)c(C)n1Cc1ccco1	-1%	0%	-22%	-8%	-16%	5	3%	0	21
CC(=O)c1ccccc1OC(=O)COc1ccc(Cl)cc1C	0%	1%	20%	-1%	5%	0	-1%	-4	14
CC(=O)Nc1ccc(N=Nc2ccccc2)cc1[N+](=O)[O-]	-2%	-10%	u	-26%	-6%	-8	21%	-1	-1
Cc1csc(SCC(=O)Nc2sccc2C(N)=O)n1	18%	-15%	-5%	-1%	-20%	9	-3%	-7	-9
O=C(CSC1=Nc2ccccc2C2=NC(CC(=O)NC3CCCCC3)C(=O)N12)NCc1ccco1 (stereo not drawn)	-4%	0%	6%	13%	6%	-26	-4%	-2	-16
COc1cccc(CC2(CO)CCCN(Cc3cn[nH]c3C3CCCCC3)C2)c1 (stereo not drawn)	4%	-1%	3%	4%	-8%	12	-2%	-3	-16
Cc1cc(NC(=O)CN(C)C)c([N+](=O)[O-])cc1C	4%	0%	4%	3%	-3%	2	-1%	-2	-12
O=C(O)c1cc2nccc(-c3ccc(F)cc3)n2n1	11%	18%	22%	18%	23%	14	7%	5	2
Oc1ccc(Cl)cc1C(C#Cc1ccccc1)N1CCOCC1 (stereo not drawn)	12%	-2%	-10%	-4%	1%	31	-12%	-1	u
CC(=O)Nc1nnc(CSCc2ccccc2F)s1	8%	-19%	-5%	0%	-1%	u	u	-18	13
Cc1ccc2[nH]c(C(=O)N3CCOCC3)cc2c1	1%	4%	0%	1%	-7%	4	-6%	2	-2
COc1ccc(S(=O)(=O)Nc2ccccc2OC)cc1C	0%	-3%	4%	8%	u	11	-4%	-2	-1
CC(C)Oc1nc(-c2ccccc2O)nc2ccccc12	3%	-2%	7%	11%	9%	-15	3%	-15	1
CCn1c(C)cc(/C=C2\SC(=O)N(CC(=O)Nc3ccc(C)c(C)c3)C2=O)c1C	-16%	-25%	21%	13%	-19%	-21	0%	3	-15
Cc1csc(NC(=O)c2cc(C)nc3ccccc23)n1	11%	-3%	1%	4%	u	-4	-7%	2	0
